Dicer processing – human Dicer pre-microRNA cleavage inhibition | Q9UPY3 | cat-ELCCA pre-miR-21 Dicer processing, chemiluminescence; stronger effect = higher value | z-score at 25 µM | 47,000 tested, 6% active; in the data active = z-score above about 3, passing the limit was not always enough;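 note: plate controls were vehicle for no effect and no enzyme for full effect; higher signal means more uncleaved substrate so more Dicer inhibition; strong numbers were not always called active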
Target sequence (Q9UPY3 whole entry, looked up): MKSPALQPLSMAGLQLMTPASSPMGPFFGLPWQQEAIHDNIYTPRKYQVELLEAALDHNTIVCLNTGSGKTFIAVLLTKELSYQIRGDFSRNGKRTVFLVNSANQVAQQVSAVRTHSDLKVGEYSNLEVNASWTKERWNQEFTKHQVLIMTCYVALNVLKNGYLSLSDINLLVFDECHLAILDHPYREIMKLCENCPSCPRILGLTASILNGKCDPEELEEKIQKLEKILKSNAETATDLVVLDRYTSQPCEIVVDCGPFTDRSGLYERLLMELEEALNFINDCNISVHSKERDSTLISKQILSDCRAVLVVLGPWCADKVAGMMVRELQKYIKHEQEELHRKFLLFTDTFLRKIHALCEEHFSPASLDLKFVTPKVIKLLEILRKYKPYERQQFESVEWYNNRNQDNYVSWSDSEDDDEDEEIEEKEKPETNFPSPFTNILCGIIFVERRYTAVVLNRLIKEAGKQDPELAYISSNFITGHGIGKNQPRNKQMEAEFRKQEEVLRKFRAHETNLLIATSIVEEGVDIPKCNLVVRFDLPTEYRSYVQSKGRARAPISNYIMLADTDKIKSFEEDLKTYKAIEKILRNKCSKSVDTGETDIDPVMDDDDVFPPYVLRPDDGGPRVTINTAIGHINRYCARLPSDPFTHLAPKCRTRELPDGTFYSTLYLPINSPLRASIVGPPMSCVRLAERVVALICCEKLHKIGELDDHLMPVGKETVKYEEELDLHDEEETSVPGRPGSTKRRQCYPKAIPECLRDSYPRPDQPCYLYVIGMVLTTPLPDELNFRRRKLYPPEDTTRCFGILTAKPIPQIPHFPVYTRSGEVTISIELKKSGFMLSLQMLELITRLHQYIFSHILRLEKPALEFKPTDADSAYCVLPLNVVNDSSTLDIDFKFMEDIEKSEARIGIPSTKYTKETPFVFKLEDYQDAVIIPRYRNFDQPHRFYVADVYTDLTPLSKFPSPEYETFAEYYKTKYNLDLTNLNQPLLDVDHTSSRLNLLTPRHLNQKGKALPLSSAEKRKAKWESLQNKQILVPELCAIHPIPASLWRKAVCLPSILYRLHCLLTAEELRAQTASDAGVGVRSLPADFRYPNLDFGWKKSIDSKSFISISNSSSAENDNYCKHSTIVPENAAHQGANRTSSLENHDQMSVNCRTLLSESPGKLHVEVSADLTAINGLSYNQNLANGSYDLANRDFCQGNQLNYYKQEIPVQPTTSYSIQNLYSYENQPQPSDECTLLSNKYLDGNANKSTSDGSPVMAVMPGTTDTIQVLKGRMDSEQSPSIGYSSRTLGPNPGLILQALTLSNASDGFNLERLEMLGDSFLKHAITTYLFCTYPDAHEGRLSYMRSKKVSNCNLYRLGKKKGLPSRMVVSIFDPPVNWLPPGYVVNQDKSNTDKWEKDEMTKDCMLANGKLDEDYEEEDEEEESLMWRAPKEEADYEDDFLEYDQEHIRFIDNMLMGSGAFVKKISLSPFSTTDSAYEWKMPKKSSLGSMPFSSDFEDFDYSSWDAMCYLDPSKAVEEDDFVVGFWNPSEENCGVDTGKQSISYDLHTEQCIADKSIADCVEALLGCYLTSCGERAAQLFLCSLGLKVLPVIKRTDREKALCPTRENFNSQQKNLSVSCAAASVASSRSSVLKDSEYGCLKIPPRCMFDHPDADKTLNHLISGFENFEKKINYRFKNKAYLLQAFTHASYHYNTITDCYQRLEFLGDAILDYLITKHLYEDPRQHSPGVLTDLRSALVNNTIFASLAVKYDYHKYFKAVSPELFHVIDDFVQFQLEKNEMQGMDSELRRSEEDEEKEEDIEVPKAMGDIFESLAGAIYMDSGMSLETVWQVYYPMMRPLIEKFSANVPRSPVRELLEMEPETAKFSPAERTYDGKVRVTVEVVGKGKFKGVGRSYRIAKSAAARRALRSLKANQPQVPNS
* = called active by the depositor. Only part of the results is shown; count on the stated rates, not on these rows.

How did FC(F)(F)c1cccc(-n2c(Cc3ccccc3)n[nH]c2=S)c1 do in these assays?
Dicer processing: -2.1

How did Cn1ccnc1Sc1cnc(SCC(=O)c2ccc(Cl)cc2)nc1-c1ccc(Cl)cc1 do in these assays?
Dicer processing: -2

What do the screens show for `CCOC(=O)C(=CNc1cc(C(C)(C)C)sc1C(C)=O)C(=O)OCC`?
Dicer processing: -0.01

How did C(#Cc1ccc(C#CCN2CCCCC2)cc1)CN1CCCCC1 do in these assays?
Dicer processing: -0.81

How did COc1cccc(N2C=CC(C)(C)NC2=S)c1 do in these assays?
Dicer processing: 0.83

What do the screens show for `CCOC(=O)Cn1cnc2c(nnn2Cc2ccc(Cl)cc2)c1=O`?
Dicer processing: 0.7

How did COc1nc(OC)nc(N2CCCc3cccc(C)c32)n1 do in these assays?
Dicer processing: -0.93

Results for CCOC(=O)NS(=O)(=O)c1ccc(-c2cc(C(F)(F)F)n(C)n2)s1 ?
Dicer processing: -0.18

What do the screens show for `c1ccc(-c2cnc(-c3ccccc3)o2)cc1`?
Dicer processing: 0.19

Results for Cc1onc(-c2ccccc2Cl)c1NC(=O)Nc1cc(C(F)(F)F)cc(C(F)(F)F)c1 ?
Dicer processing: -0.28

How did CC12CCC(c3c1noc3C(F)(F)F)C2(C)C (configuration not stated) do in these assays?
Dicer processing: 1

How did CCOc1ccc(CN2CCN(Cc3cc(Br)ccc3O)CC2)cc1 do in these assays?
Dicer processing: 2

What do the screens show for `CN1CCC2(CCN3CCc4c(oc5ccccc45)C3C2)N(C)C1=O` (configuration not stated)?
Dicer processing: -1.4

Results for Cc1cccc(-c2noc(NC(=O)O/N=C/c3c(Cl)cccc3Cl)n2)c1 ?
Dicer processing: 0.81

How did O=C(CSc1nnnn1-c1ccc(C(=O)O)cc1)NC1CCCCC1 do in these assays?
Dicer processing: 0.62

Results for Cc1ccc(CC2CC(=O)N(c3ccccn3)C2=O)cc1 (configuration not stated) ?
Dicer processing: -0.76

Results for COc1ccc(C(=O)CSc2n[nH]c(-c3ccco3)n2)cc1 ?
Dicer processing: 1.4

What do the screens show for `COc1ccc(-c2c(C(F)(F)F)nn3c(C)c(-c4ccccc4)c(C)nc23)cc1`?
Dicer processing: -1.5

How did Cc1nc(Nc2nc3ccccc3o2)nc2c1CCC2 do in these assays?
Dicer processing: -1.6

What do the screens show for `O=C(Nc1cccs1)Nc1ccccc1N1CCCCC1`?
Dicer processing: -0.87

Results for Cc1ccc(NC(=S)N(C)C)cc1C ?
Dicer processing: -0.03

What do the screens show for `CC1=NN(c2ncnc3sc4c(c23)CCCC4)C(=O)C1`?
Dicer processing: -1.2

Results for Cc1cc(C(F)(F)F)nc2c([N+](=O)[O-])c(C(C)(C)C)nn12 ?
Dicer processing: 0.7

Results for Cc1cc(NC(=O)CC(C)C)cc(-c2nc3ncccc3o2)c1O ?
Dicer processing: -1.7

Results for Cc1cc2c(cc1C)NC(c1ccc(F)cc1)C1=C(CC(C)(C)CC1=O)N2 (configuration not stated) ?
Dicer processing: 44

How did CCOc1ccc(S(=O)(=O)Nc2cc(Cl)c3oc4c(c3c2)C(=O)CCC4)cc1 do in these assays?
Dicer processing: 1.2

How did CN1CCc2c(sc3c2C(=O)NC(c2ccc(-c4ccccc4F)o2)N3)C1 (configuration not stated) do in these assays?
Dicer processing: -0.84

How did Cc1nc(-c2ccncc2)nc(NCCNc2ncccc2C(F)(F)F)c1Cl do in these assays?
Dicer processing: 2.1

How did Cc1cc(C)n(S(=O)(=O)c2ccc(-c3cc(C(F)(F)F)n(C)n3)s2)n1 do in these assays?
Dicer processing: -0.16

What do the screens show for `CC1CC1c1ccc(CCC(=O)Nc2ncc(Cc3ccc(F)cc3)s2)o1` (configuration not stated)?
Dicer processing: -0.9

How did O=C(CSc1nc2ccccc2nc1N1CCCCC1)NCC1CCCO1 (configuration not stated) do in these assays?
Dicer processing: 3.1*

Results for O=C1CS(=O)(=O)C(c2cccnc2)N1c1ccccc1 (configuration not stated) ?
Dicer processing: 6.4

What do the screens show for `CN(C)c1ccc(-c2n(C)c3ccccc3[n+]2C)cc1`?
Dicer processing: 0.72

What do the screens show for `O=C1OC(C(=O)Nc2ccccc2Cl)Cc2ccccc21` (configuration not stated)?
Dicer processing: -0.22

How did Cn1c(=O)c2c(O)c(Cc3ccccc3)c(=O)n(C)c2n(C)c1=O do in these assays?
Dicer processing: 1.4

Results for Cc1ccc(S(=O)(=O)N2CN(S(=O)(=O)c3ccc(C)cc3)c3ccccc32)cc1 ?
Dicer processing: 0.85

Taken from the listing, seven compounds:
Results for Cc1cc2c(cc1C)NC(c1ccc(F)cc1)C1=C(CC(C)(C)CC1=O)N2 (configuration not stated) ?
Dicer processing: 44

How did CCOc1ccc(S(=O)(=O)Nc2cc(Cl)c3oc4c(c3c2)C(=O)CCC4)cc1 do in these assays?
Dicer processing: 1.2

How did CN1CCc2c(sc3c2C(=O)NC(c2ccc(-c4ccccc4F)o2)N3)C1 (configuration not stated) do in these assays?
Dicer processing: -0.84

How did Cc1nc(-c2ccncc2)nc(NCCNc2ncccc2C(F)(F)F)c1Cl do in these assays?
Dicer processing: 2.1

How did Cc1cc(C)n(S(=O)(=O)c2ccc(-c3cc(C(F)(F)F)n(C)n3)s2)n1 do in these assays?
Dicer processing: -0.16

What do the screens show for `CC1CC1c1ccc(CCC(=O)Nc2ncc(Cc3ccc(F)cc3)s2)o1` (configuration not stated)?
Dicer processing: -0.9

How did O=C(CSc1nc2ccccc2nc1N1CCCCC1)NCC1CCCO1 (configuration not stated) do in these assays?
Dicer processing: 3.1*

Next part:
Results for CSc1n[nH]c(-c2ccco2)c1C#N ?
Dicer processing: -0.93

How did CCOc1ccsc1NC(=O)Nc1ccc(OC(F)(F)F)cc1 do in these assays?
Dicer processing: -1.4

Results for Cc1cc(C)nc(SCC(=O)Nc2sc3c(c2C#N)CCCC3)n1 ?
Dicer processing: 0.45

What do the screens show for `COc1ccc(NC(=O)c2cccc3c2-c2ccc(I)cc2C3)cc1`?
Dicer processing: -0.13

How did CCOC(=O)C1(CC)CC(C)(c2csc(Nc3ccccc3Cl)n2)OC1=O (configuration not stated) do in these assays?
Dicer processing: 0.36

What do the screens show for `Cc1occc1C(=O)NCCCn1ccnc1`?
Dicer processing: 0.49

What do the screens show for `Nc1ccc2nc(CCC(=O)O)[nH]c2c1`?
Dicer processing: -4.9

Results for COc1ccc(C2C(C#N)=C3N=C(N)c4ccccc4N3C3=C2C(=O)CC(C)(C)C3)cc1 (configuration not stated) ?
Dicer processing: -1.2

How did CCN1C(=O)C2(/C(=C(/O)c3ccc4c(c3)CC(C)O4)C(=O)C(=O)N2CCCOC)c2ccccc21 (configuration not stated) do in these assays?
Dicer processing: 2.9

Results for O=C(/C=C/C(=O)NCc1cccs1)NCc1cccs1 ?
Dicer processing: -0.9

How did O=c1cc(-c2ccccc2)sc2ccc(Cl)cc12 do in these assays?
Dicer processing: -3.5

How did COc1cc(CO)c(C2(C(=O)O)CCCC2)cc1OC do in these assays?
Dicer processing: -1.7

How did O=C(O)/C=C\C(=O)Nc1ccccc1Sc1nccc(C(F)(F)F)n1 do in these assays?
Dicer processing: -3.8

Results for O=C(Nc1ccccc1)OC(Cc1ccccc1)C(F)(F)F (configuration not stated) ?
Dicer processing: -3.7

How did CC1CCc2c(sc3nnn(CC(=O)Nc4ccc(Br)cc4)c(=O)c23)C1 (configuration not stated) do in these assays?
Dicer processing: -1.1

Results for CN1C=CC=C/C1=C1\N=C(c2ccccc2)OC1=O ?
Dicer processing: -0.78

Results for CCCOc1ccc(CSc2n[nH]c(C)n2)cc1 ?
Dicer processing: -0.66

Results for COc1cc2nc(N3CCN(C(=O)c4ccco4)CC3)nc(N)c2cc1OC ?
Dicer processing: 0.19

Results for O=C(O)c1cc(Br)cc(Br)c1NC(=O)c1sc2ccccc2c1Cl ?
Dicer processing: -0.69

What do the screens show for `CCOC(=O)C1=C(C)NC2=C(C(=O)CCC2)C1c1cccc(Br)c1` (configuration not stated)?
Dicer processing: -0.86

What do the screens show for `Cc1cc(C)c(Nc2nc3cc(Br)cc(C)c3s2)c(C)c1`?
Dicer processing: 3.8*

How did Cn1c(=O)c(I)c(O)c2ccccc21 do in these assays?
Dicer processing: 5.3*

Results for C=CCOC(=O)c1sc(N2C(=O)c3oc4ccccc4c(=O)c3C2c2cccc(Cl)c2)nc1C (configuration not stated) ?
Dicer processing: -0.79

Results for N#C/C(=N\OC(=O)c1ccc(Cl)cc1)S(=O)(=O)c1ccc(Cl)cc1 ?
Dicer processing: -3.8

What do the screens show for `Cn1nccc1NC(=O)C1CCCCC1`?
Dicer processing: -0.75

Results for Nc1nc(-c2ccc3c(c2)Cc2ccccc2-3)cs1 ?
Dicer processing: -1.5

How did Cc1nnc(N2C(=O)c3oc4ccccc4c(=O)c3C2c2cccc(OCCC(C)C)c2)s1 (configuration not stated) do in these assays?
Dicer processing: 0.18

What do the screens show for `COc1cc(C2C(C#N)=C(C)NC3=C2C(=O)CCC3)ccc1OC(C)=O` (configuration not stated)?
Dicer processing: 7.7

What do the screens show for `C#CCSc1nnc(SCC(=O)c2sc3ccc(Cl)cc3c2C)s1`?
Dicer processing: -0.53

What do the screens show for `OC(COc1ccc2oc3c(c2c1)CCCC3)CN1CCN(c2ccccc2)CC1` (configuration not stated)?
Dicer processing: 3.1*

How did O=C(Nc1ccccc1)Nc1cccc(NC(=O)Nc2ccccc2)c1F do in these assays?
Dicer processing: -0.34

Results for COC(=O)C1=C(Nc2ccccc2NC(=O)CCCC(=O)O)CSC1 ?
Dicer processing: -3.2

What do the screens show for `O=C(O)/C=C(/Sc1ccccc1)C(=O)O`?
Dicer processing: -0.71

Results for CCOC(C#CCN(CC)CC)(c1ccccc1)c1ccccc1 ?
Dicer processing: 1.3

What do the screens show for `O=C1CC(c2ccccc2Cl)c2cc3c(cc2N1)OCO3` (configuration not stated)?
Dicer processing: -0.84

Results for C=Cc1ccc(COc2cc3c(C(=O)OCCOC)c(C)oc3cc2Br)cc1 ?
Dicer processing: 0.45

Retrieved by structure from the entries so far:
What do the screens show for `O=C1CC(c2ccccc2Cl)c2cc3c(cc2N1)OCO3` (configuration not stated)?
Dicer processing: -0.84

What do the screens show for `O=C(O)/C=C(/Sc1ccccc1)C(=O)O`?
Dicer processing: -0.71

What do the screens show for `COc1cc(C2C(C#N)=C(C)NC3=C2C(=O)CCC3)ccc1OC(C)=O` (configuration not stated)?
Dicer processing: 7.7

New compounds follow.
How did O=C(O)CCCN1CCS(=O)CC1 do in these assays?
Dicer processing: 6.6

What do the screens show for `CCCCCC(=O)c1cc(C)c(C)cc1NC(C)=O`?
Dicer processing: -0.51

How did O=C(OCCN=C1NS(=O)(=O)c2ccccc21)c1cccs1 do in these assays?
Dicer processing: -0.12

Results for Cc1ccc(/C=C2\CCCC(CN(C)C)C2=O)cc1 (configuration not stated) ?
Dicer processing: -1.6

How did Cc1ccc(NC(=O)N2CCCn3c(SCc4ccc(F)cc4)nnc32)cc1 do in these assays?
Dicer processing: -1.7

Results for COc1ccc(-c2nnc(-c3ccc(C)cc3)o2)cc1OC ?
Dicer processing: 2.5

What do the screens show for `CCOc1ccc(C2Nc3cc(C)c(C)cc3NC3=C2C(=O)CC(C)(C)C3)cc1` (configuration not stated)?
Dicer processing: -0.05

What do the screens show for `CC1(C)NC(=S)N(c2ccccc2)N1`?
Dicer processing: 0.9

Results for CCOC(=O)c1ccc(OCC#Cc2ccc(C(F)(F)F)cn2)cc1 ?
Dicer processing: -1.5

What do the screens show for `Cn1c(=O)c2c(ncn2CC(=O)NCc2ccc3c(c2)OCO3)n(C)c1=O`?
Dicer processing: 6.6*

How did COc1nc(C)nc(C)c1Oc1ccc(Cl)cc1Cl do in these assays?
Dicer processing: 1.7

What do the screens show for `COc1ccc(/C=N/O)cc1OC1CCCC1`?
Dicer processing: 1.3

How did OCc1nc2ccccc2n1Cc1cccc(Br)c1 do in these assays?
Dicer processing: -0.25

What do the screens show for `CC(C)(C)CC(C)(C)NC(=O)C(C)(C)C`?
Dicer processing: -0.4

Results for Cc1c(C#N)c2ccccc2n1CC(=O)N1CCc2ccccc2C1 ?
Dicer processing: 16

Results for Cc1nc(=O)c(-c2ccccc2)c(C)n1CCc1c[nH]c2ccccc12 ?
Dicer processing: -1.1

What do the screens show for `Cc1ccc2[nH]c(C)c(CN(C)Cc3ccccc3)c(=O)c2c1`?
Dicer processing: 0.81

How did Cc1ccc(/C(O)=C2\C(=O)C(=O)N(CCCn3ccnc3)C2c2ccc(Cl)cc2)cc1 (configuration not stated) do in these assays?
Dicer processing: 0.14

How did Cc1ccc(C(=O)CC2(O)C(=O)N(C(C)C)c3ccccc32)cc1 (configuration not stated) do in these assays?
Dicer processing: -0.38

What do the screens show for `COc1ccc2c(CC(=O)O)coc2c1`?
Dicer processing: -1.5

Results for O=c1oc(-c2ccccc2F)nc2c1cnn2-c1ccccc1 ?
Dicer processing: 1.6

How did CN(C)c1ccc(NC(=O)c2cc(-c3ccc4c(c3)OCO4)nc3ccccc23)cc1 do in these assays?
Dicer processing: 1.5

Results for COc1ccccc1Cc1nc(-c2cccnc2)no1 ?
Dicer processing: -0.08

How did O=C(COC(=O)c1ccccc1Cl)c1ccc(Br)cc1 do in these assays?
Dicer processing: -0.43

Results for Cc1cc(=O)[nH]c(/N=C(\N)Nc2ccc(Cl)c(Cl)c2)n1 ?
Dicer processing: -0.19

What do the screens show for `O=C(O)c1cccnc1SC1CC(=O)N(c2ccc(OC(F)(F)F)cc2)C1=O` (configuration not stated)?
Dicer processing: -1.8

How did O=C(Cn1nnc(N2CCOCC2)n1)NNC(=S)Nc1ccc(F)cc1F do in these assays?
Dicer processing: 0.13

Results for Nc1nc2nc(N3CCOCC3)[nH]c2c(=O)[nH]1 ?
Dicer processing: -0.4

What do the screens show for `CC(C)S(=O)(=O)C/C(N)=N/OC(=O)Nc1ccc(Cl)cc1`?
Dicer processing: 2

How did CSc1nc(C)nc(-n2cccc2)c1C#N do in these assays?
Dicer processing: 0.59

Results for O=C1CSC(=Nc2cccc(C(=O)O)c2)N1 ?
Dicer processing: 0.61

How did Cc1nc(SCC(=O)c2ccc(Cl)cc2)c(C#N)c(C)c1C do in these assays?
Dicer processing: -0.34

High-throughput results (PubChem BioAssay)
